Bioassay records: PubChem BioAssay, several laboratories
MEKK2wt PB1 HTS: modulators of MEK5 binding to wildtype MEKK2, primary screen, biochemical, multiplex bead flow cytometry, Alexa488-MEK5 | Mitogen-activated protein kinase kinase kinase 2 (Homo sapiens), Q9Y2U5 | Alexa488-MEK5 binding to MEKK2 WT; actives lie on both sides | binding response (% of control), % at 10 µM | 1.1% of 290,000 active | AID 1531, 2009; in the data active = binding response below about 67% or above about 130%
PfM18AAP inh: PfM18AAP inhibitors, malaria aminopeptidase, primary screen, biochemical, QFRET, recombinant enzyme; H-Glu-NHMec fluorogenic cleavage; inhibition, % at 7.35 µM; M18 aspartyl aminopeptidase (Plasmodium falciparum 3D7); 1.2% of 290,000 active;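 active = inhibition above the campaign mean inhibition over all tested compounds plus 3 SD, cut at about 28% in these data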;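 note: 0% = plate median of test compound wells and 100% = 2 mM ZnCl2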
pCIP destab: p/CIP-EGFP fusion destabilizers, primary screen, fluorescence, F442A cells. 0.01% of 290,000 active. AID 1984, 2009. 16 h. Q05BA5. decrease of EGFP signal, % at 10 µM;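 active = EGFP signal decrease of at least 30% at 10 µM or well 3 SD below plate mean, unless failing retest; inactive = the rest, including hits failing retest or dose response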; note: some compounds called inactive have numbers as strong as hits; many of its hits are not listed in these tables
MEKK3 PB1 HTS: modulators of MEKK3-MEK5 PB1 binding, primary screen, biochemical, wildtype MEKK3, multiplex bead flow cytometry, Alexa488-MEK5 | 1.4% of 290,000 active | bead-based flow cytometry, Alexa488-MEK5 binding to MEKK3; actives lie on both sides; 0 = blocked by unlabeled MEK5, 100 = vehicle | AID 1529, 2009 | binding response (% of control), % at 10 µM | Mitogen-activated protein kinase kinase kinase 3 (Homo sapiens), Q99759;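 active = binding response more than 3 SD above or below the average of its plate-row segment, actives on both sides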;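 note: Alexa488 bead fluorescence after subtracting the streptavidin-only scavenger bead signal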
UBC9 SUMO inh: inhibitors of in vitro SUMOylation cascade, primary screen, biochemical, HTRF, uHTS. AID 2006, 2009. HTRF SUMOylation assay, SAE1/SAE2 + UBC9. inhibition, % at 35 µM. 0.36% of 290,000 active. SUMO-conjugating enzyme UBC9 (Homo sapiens), P63279; in the data active = inhibition above about 50%, passing the limit was not always enough; note: strong numbers were not always called active
NALP1 inh: NALP1 inflammasome inhibitors in reconstituted yeast, colorimetric, S. cerevisiae, triplicate retest; AID 2071, 2009; S. cerevisiae NALP1/ASC/caspase-1 growth, X-gal OD620, 72 h; 0.61% of 280,000 active; inhibition, % at 10 µM; in the data active = inhibition mostly above about 24%, no sharp cut-off; inactive = mostly below about 32%; note: some compounds called inactive have numbers as strong as hits
IDE cell activ: human IDE activators in live cells, primary screen, fluorescence polarization, HEK cells, FAbeta-B substrate. activation, % at 5.96 µM. 0.073% of 340,000 active. Insulin-degrading enzyme (Homo sapiens), P14735. FAbeta-B cleavage; 0% vehicle, 100% cell-free pure enzyme wells;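 active = activation above the mean of all tested compounds plus 3 SD, set per screening campaign, cut at about 17% in these data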
Target sequence (P14735 whole entry, looked up): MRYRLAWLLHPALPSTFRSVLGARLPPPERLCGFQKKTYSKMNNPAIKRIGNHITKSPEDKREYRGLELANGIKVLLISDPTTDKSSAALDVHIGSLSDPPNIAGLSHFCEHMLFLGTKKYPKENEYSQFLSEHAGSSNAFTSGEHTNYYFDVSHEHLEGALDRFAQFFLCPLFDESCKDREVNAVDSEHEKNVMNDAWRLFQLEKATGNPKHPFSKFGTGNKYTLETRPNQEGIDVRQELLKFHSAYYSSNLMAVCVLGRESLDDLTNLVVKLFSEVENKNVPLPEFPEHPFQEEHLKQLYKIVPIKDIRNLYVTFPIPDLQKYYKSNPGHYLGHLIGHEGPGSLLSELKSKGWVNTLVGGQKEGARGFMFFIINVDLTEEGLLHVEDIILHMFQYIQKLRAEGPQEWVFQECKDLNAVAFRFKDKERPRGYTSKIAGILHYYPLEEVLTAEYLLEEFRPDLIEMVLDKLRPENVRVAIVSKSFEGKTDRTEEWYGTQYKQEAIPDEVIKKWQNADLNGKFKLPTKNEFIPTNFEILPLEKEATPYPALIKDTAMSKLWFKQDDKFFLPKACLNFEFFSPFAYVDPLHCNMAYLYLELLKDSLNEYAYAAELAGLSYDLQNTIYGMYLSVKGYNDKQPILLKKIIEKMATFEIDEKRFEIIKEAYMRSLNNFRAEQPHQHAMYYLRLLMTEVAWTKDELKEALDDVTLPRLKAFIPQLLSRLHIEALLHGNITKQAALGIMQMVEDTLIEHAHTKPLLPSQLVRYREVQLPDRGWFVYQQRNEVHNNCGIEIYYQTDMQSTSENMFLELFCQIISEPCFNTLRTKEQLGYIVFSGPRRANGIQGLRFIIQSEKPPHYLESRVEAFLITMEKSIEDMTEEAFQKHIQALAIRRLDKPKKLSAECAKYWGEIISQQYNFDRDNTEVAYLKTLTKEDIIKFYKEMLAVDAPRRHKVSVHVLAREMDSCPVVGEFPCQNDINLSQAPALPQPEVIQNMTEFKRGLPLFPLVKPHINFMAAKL
MEKK2mut PB1 HTS: MEK5 binding signal on mutant MEKK2 PB1, primary screen, biochemical, multiplex bead flow cytometry, Alexa488-MEK5; AID 1530, 2009; 0.35% of 290,000 active; Alexa488-MEK5 binding to MEKK2 mutant; percent response, % at 10 µM; in the data active = percent response above about 24%, passing the limit was not always enough; note: inactives centre near 1; some results filed as inactive read as strong as hits; reference of the scale not given here
IDE inh: human IDE inhibitors in live cells, primary screen, fluorescence polarization, HEK cells, FAbetaB substrate; Insulin-degrading enzyme (Homo sapiens), P14735; FAbetaB cleavage; inhibition, % at 5.59 µM; 0.41% of 320,000 active; AID 434962, 2010;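 active = percent inhibition above the average of all tested compounds plus 3 SD, set per screening campaign, cut at about 16% in these data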;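 note: IDE supplied by intact live HEK cells; FP after avidin binding of uncleaved biotin substrate so inhibition keeps polarization high; 0% = DMSO wells and 100% = 60 µM reference IDE inhibitor Ii1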
* hit, by the source's call; · = not tested or not shown. Some of the compounds tested; rates above refer to the full screens.

#	MEKK2wt PB1 HTS	PfM18AAP inh	pCIP destab	MEKK3 PB1 HTS	UBC9 SUMO inh	NALP1 inh	IDE cell activ	MEKK2mut PB1 HTS	IDE inh	Structure
1	99	-7	-3	99	3	15	-6	0	-2	Cc1ccc(S(=O)(=O)N(CCC#N)C2CCCCC2)c2nsnc12
2	100	0	-19	100	8	-2	-4	0	-2	CCCc1nnc(NC(=O)CCC(=O)NCc2ccccc2Cl)s1
3	102	1	-14	102	0	2	6	3	0	Cc1ccccc1NC1=NC(C)(C)N=C(N)N1
4	108	1	-10	103	21	12	4	5	4	Cc1ccc(C(=O)Nc2cccc(NC(=O)c3ccc(C)c([N+](=O)[O-])c3)n2)cc1[N+](=O)[O-]
5	76	9	19	72	13	15	3	-34	-11	CCCCn1nc(CC(=O)NCCN(CC)CC)c2ccccc2c1=O
6	95	-5	9	100	0	-13	6	-2	-3	CS(=O)(=O)c1ccccc1C(=O)N1CCN(Cc2ccccc2)CC1
7	108	-11	5	102	3	-17	-1	6	-3	CC(C)n1cc(CN2CCN(CCc3ccccc3)C(CCO)C2)cn1 (stereo unspecified)
8	117	-6	-4	114	6	0	-2	4	1	O=C(NCC1COc2ccccc2O1)c1ccc(NC(=O)C2CCCO2)cc1 (stereo unspecified)
9	103	-1	2	104	25	8	3	20	3	COCCSc1nc(N)c2c3c(sc2n1)CN(C)CC3
10	100	14	-3	96	0	-7	-1	-1	·	Cc1ccc(Nc2nc(-c3sc(N)nc3C)cs2)cc1
11	90	4	-4	94	4	13	4	-4	3	CCn1c2ccccc2c2cc(C3C(C#N)=C(C)NC(C)=C3C#N)ccc21
12	104	-2	-12	100	25	5	-8	6	3	Cc1ccc2nc(-c3ccc(NC(=O)CN4C(=O)NC(C)(c5ccc(OC(F)F)cc5)C4=O)cc3)sc2c1 (stereo unspecified)
13	104	3	-2	99	19	6	3	3	2	O=C(COC(=O)C1CCCO1)Nc1cccc(C(F)(F)F)c1 (stereo unspecified)
14	96	-10	4	101	1	25	-1	-6	0	COc1ccc(CN2CCC(=O)N(CCO)CC2)cc1OC
15	106	4	-17	99	1	-4	2	7	1	CN(C)c1ccc(C(O)Cc2nc3ccccc3n2C)cc1 (stereo unspecified)
16	100	-5	-9	104	11	19	0	-1	3	CCC(CC)C(=O)Nc1nnc(S(=O)(=O)N2CCc3ccccc32)s1
17	108	-5	-4	103	13	-8	5	6	-4	COc1cc2nc(NC(=O)c3ccc(F)cc3Cl)sc(=O)c2cc1OC
18	83	-2	1	73	4	5	7	-3	7	Cc1ccc(NC(=O)c2cccc(S(C)(=O)=O)c2)cc1
19	101	0	15	104	15	4	-2	0	3	COc1ccc(N(C(=O)c2cccnc2)S(=O)(=O)c2ccc3c(c2)n(C)c(=O)n3C)cc1
20	103	1	-2	101	9	7	-6	2	3	O=c1c(Cl)c(N2CCOCC2)cnn1-c1ncc(C(F)(F)F)cc1Cl
21	105	2	-17	100	7	10	0	-2	2	COc1ccc(C(C)(C)C)cc1NC(=O)CCNC(=O)c1ccco1
22	104	8	-12	112	2	42	-5	0	9	Cn1c(=O)c2c(ncn2CC(=O)N/N=C/C(Br)=C/c2ccccc2)n(C)c1=O
23	102	-2	4	102	-4	20	0	-2	·	COc1cccc(NC(=O)N2CCC(NC(=O)C(Cc3ccccc3OC)NC(C)=O)CC2)c1 (stereo unspecified)
24	100	-12	9	101	7	2	3	-4	6	COc1cccc(Cn2nc(C(=O)O)c3ccccc3c2=O)c1
25	105	-8	0	102	13	0	-5	4	-2	Cn1c(N2CCN(C(=O)NC34CC5CC(CC(C5)C3)C4)CC2)nc2ccccc21
26	149*	·	0	122	3	·	5	4	-2	COC(=O)CCC(=O)OC1(C)C(=O)C=C2C=C(C3CC3)N(C3CCCC3)C=C2C1=O (stereo unspecified)
27	118	-4	16	93	-5	17	4	5	2	Cc1ccc(C(C)C)c(OCCCN2CCc3ccccc3C2)c1
28	97	-2	5	94	-6	10	1	-2	4	O=C(Nc1ccc2ccccc2n1)c1ccccc1Cl
29	99	1	-6	97	15	6	4	-4	4	CC1(C)CC2CC(C)(CN2S(=O)(=O)c2ccc(N)cc2)C1 (stereo unspecified)
30	101	-8	-6	99	-13	6	-1	-4	1	COc1ccc(Nc2nc3ccccc3s2)cc1
31	110	5	2	108	-22	26	1	2	4	O/N=C/c1ccc(OCc2ccccc2F)c(Cl)c1
32	110	4	-2	108	6	15	3	2	-5	Cc1ccc2[nH]c(=O)c(CNS(=O)(=O)c3ccccc3)c(-c3ccccc3)c2c1

Of the compounds above, two contain a cyano group:
#	MEKK2wt PB1 HTS	PfM18AAP inh	pCIP destab	MEKK3 PB1 HTS	UBC9 SUMO inh	NALP1 inh	IDE cell activ	MEKK2mut PB1 HTS	IDE inh	Structure
1	99	-7	-3	99	3	15	-6	0	-2	Cc1ccc(S(=O)(=O)N(CCC#N)C2CCCCC2)c2nsnc12
11	90	4	-4	94	4	13	4	-4	3	CCn1c2ccccc2c2cc(C3C(C#N)=C(C)NC(C)=C3C#N)ccc21

(next part)
#	MEKK2wt PB1 HTS	PfM18AAP inh	pCIP destab	MEKK3 PB1 HTS	UBC9 SUMO inh	NALP1 inh	IDE cell activ	MEKK2mut PB1 HTS	IDE inh	Structure
33	·	-8	-16	·	-7	1	·	·	7	Cc1cccc(OCC(=O)Nc2ccc(C(=O)NCc3cccnc3)cc2)c1
34	96	6	0	101	16	10	2	0	-6	CCSc1nnc([C@H](Cc2ccccc2)NC(=O)OC(C)(C)C)o1
35	95	-4	-5	98	2	4	0	-6	-1	O=C(CCN1C(=O)C2C3CC(C(Br)C3Br)C2C1=O)OCC(=O)c1cccc([N+](=O)[O-])c1 (stereo unspecified)
36	108	-13	9	104	3	14	-2	1	2	CN(C)C(=O)C1Cc2ccccc2CN1S(=O)(=O)c1ccc(F)cc1 (stereo unspecified)
37	92	-16	-12	84	37	·	5	-9	-4	COc1ccc(-c2coc3cc(OC(=O)N4CCOCC4)ccc3c2=O)cc1
38	100	4	6	103	-9	30	2	3	·	COc1ccccc1CC(NC(C)=O)C(=O)NC1CCN(C(=O)Nc2cccc(F)c2)CC1 (stereo unspecified)
39	96	-12	-13	101	4	6	1	0	-6	CCOc1cc(C=O)ccc1OCCn1c([N+](=O)[O-])cnc1C
40	104	-1	4	108	23	29	2	3	-2	C/C(=N\NC(=O)c1ccc([N+](=O)[O-])c(C)c1)c1ccccc1Cl
41	98	2	-3	94	1	2	3	3	3	CC1=C(C)CC(C(=O)NCCCN2CCCC2=O)C(C(=O)O)C1 (stereo unspecified)
42	97	0	-1	103	0	6	-2	-9	1	Cc1cc(F)ccc1N1CCC(N2CCN(CCC(C)C)C(CCO)C2)CC1 (stereo unspecified)
43	100	-6	6	86	17	-1	4	3	0	OCCCn1c(-c2ccccc2)n[nH]c1=S
44	102	-12	-19	94	12	10	6	1	-2	COc1ccc(CCNC(=O)C2CCCN2C(=O)Nc2cccc(OC)c2)cc1 (stereo unspecified)
45	98	-3	-16	93	2	4	2	1	-6	COc1ccc(C2N=C(c3ccccc3)NC(c3ccccc3)=N2)cc1
46	110	1	-6	99	1	13	-4	1	-5	O=C(Nc1ccc(Cl)c(Cl)c1)N1CCC(N2CCCCC2)CC1
47	98	1	-14	97	-9	-2	5	-3	5	CCCS(=O)(=O)N1CCCC(C(=O)NCc2cccnc2)C1 (stereo unspecified)
48	89	38*	-2	89	12	-2	-2	-9	10	Cc1cccc(-n2c(CNC(=O)Cc3ccccc3)n[nH]c2=S)c1
49	97	22	-42	99	-5	19	-13	3	-1	COc1cc(/C=C2\C(=O)ON=C2c2ccccc2)cc(Br)c1O
50	93	-7	0	96	13	-1	1	-20	1	Clc1ccc(-c2nnc(-c3ccccc3)c(-c3ccccc3)n2)cc1
51	99	24	-7	100	-36	-7	0	-2	0	Oc1ccc(NC(=S)N=Nc2c(O)[nH]c3ccccc23)cc1
52	102	-1	-3	98	-20	·	5	2	1	COc1ccccc1NC(=S)NC(C)C(c1cccs1)N1CCOCC1 (stereo unspecified)
53	86	9	-3	81	37	·	·	-24	5	S=c1[nH]nc(-c2n[nH]c3c2CCC3)n1/N=C/C=C/c1ccccc1
54	·	2	-22	·	-30	-3	-1	·	0	Cc1ccc(S(=O)(=O)NCCC(=O)NC2CCCC2)cc1
55	105	-7	4	99	20	18	4	3	-1	OCc1ncc(-c2ccccc2)s1
56	97	2	-10	96	8	8	3	4	7	O=C(CCCN1C(=O)C2CC=CCC2C1=O)Nc1ccccc1Cl (stereo unspecified)
57	105	1	-5	99	26	12	-3	3	-2	CCc1nc2sc3ccccc3c(=O)c2c(=O)n1CCOC
58	101	-5	-2	102	-15	5	7	1	0	Cc1ccc2c(cnn2C(=O)CCC(=O)NC2CCCCC2)c1
59	164*	·	-6	133*	6	·	2	2	3	COCCN1C=C2C(=O)C(C)(OC(=O)C3CCCC3)C(=O)C=C2C=C1c1ccsc1 (stereo unspecified)
60	99	-1	-8	100	-1	2	0	-2	4	O=C(Nc1ccccc1C(=O)NCCCN1CCOCC1)c1ccccc1
61	101	-4	-11	100	6	25	0	1	0	CCOC(=O)c1ccccc1Nc1cc(C)nc2nc(C)nn12
62	99	-7	-16	103	4	28	8	-6	2	Cc1ccc(C(=O)Nc2ccc3c(c2)OCO3)cc1S(=O)(=O)N1CCCCC1
63	105	16	-4	104	-2	5	7	10	0	Cn1c(=O)c2[nH]c(N3CCN(c4cccc(O)c4)CC3)nc2n(C)c1=O
